Compound activity from PubChem BioAssay.
GBA activity up = increases beta-glucosidase activity in Gaucher fibroblasts; P04062; 30,000 tested, 0.44% active; activation, % at 10 µM; L444P Gaucher fibroblasts, 4-MU-glucoside fluorescence, 3 days; in the data active means activation above about 65%;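 further: 0% = vehicle wells and 100% = positive control wells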
Target sequence (P04062 whole entry L483P): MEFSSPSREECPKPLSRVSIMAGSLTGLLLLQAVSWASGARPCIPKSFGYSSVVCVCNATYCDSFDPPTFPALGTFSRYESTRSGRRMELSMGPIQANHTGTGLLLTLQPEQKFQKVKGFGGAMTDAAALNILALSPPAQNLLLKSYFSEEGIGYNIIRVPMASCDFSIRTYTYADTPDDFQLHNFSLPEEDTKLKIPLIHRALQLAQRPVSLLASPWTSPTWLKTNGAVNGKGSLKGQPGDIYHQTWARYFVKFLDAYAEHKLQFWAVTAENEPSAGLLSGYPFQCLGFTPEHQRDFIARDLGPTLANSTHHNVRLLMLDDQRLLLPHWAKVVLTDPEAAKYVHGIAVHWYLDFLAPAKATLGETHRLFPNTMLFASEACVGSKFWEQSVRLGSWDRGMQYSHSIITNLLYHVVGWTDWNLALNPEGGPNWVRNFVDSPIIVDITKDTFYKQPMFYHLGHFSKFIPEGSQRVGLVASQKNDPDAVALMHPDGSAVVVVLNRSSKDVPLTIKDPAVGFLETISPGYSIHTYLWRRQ
The depositor's hits bear a star. Only part of the results is shown (hit frequency here may not be typical).

SMILES	GBA activity up
Cc1cc(OCc2nn[nH]n2)c2c(C)c(Cc3ccccc3)c(=O)oc2c1	10.2
CCN(CC)Cc1cc(CC(C(N)=O)C(N)=O)ccc1OC	-7.2
CC(C)OCCCn1c(=S)[nH]c2ncccc2c1=O	-8.6
CC(=O)c1ccc(NC(=O)CSc2nnc(-c3ccoc3C)n2Cc2ccccc2)cc1	15.5
COc1ccccc1OCCn1cc(C(=O)c2ccco2)c2ccccc21	-24.1
Cn1c(=O)c2c(-c3ccccc3)n(CCCN3CCOCC3)cc2n(C)c1=O	-3.2
Cc1ccc(C(=O)CS(C)(=O)=O)cc1	-28.4
Cn1c(=O)oc2cc(S(=O)(=O)N3CCN(Cc4ccc5c(c4)OCO5)CC3)ccc21	5.0
N#Cc1nc(-c2ccco2)oc1N1CCN(c2ccccc2)CC1	-16.1
CC(C)(C)C1CCc2onc(C(=O)Nc3cccnc3)c2C1 (stereo unspecified)	-15.8
COC(=O)CCC(=O)Nc1sc2c(c1C#N)CCCC2	5.4
COCCNCC(=O)NC12CC3CC(CC(C3)C1)C2	-39.4
COc1cc(N=c2ssnc2Cl)cc(OC)c1OC	-53.6
O=C(CNCC1CCCO1)Nc1ccccc1-n1cccc1 (stereo unspecified)	-16.9
Cc1ccc(-c2cc3nc(C)cc(NCc4ccco4)n3n2)cc1	21.6
Cc1cc(C)c(S(=O)(=O)Nc2cccc3nsnc23)c(C)c1	-9.5
CCn1c(=O)c(=O)n(CC)c2cc(S(=O)(=O)Nc3cccc(OC)c3)ccc21	-19.6
CCCc1cc(=O)oc2cc(C)c(CN3CCCC3)c(O)c12	15.3
O=C1OCCC1Sc1nc2ccccc2s1 (stereo unspecified)	-0.2
Nc1cc(Br)c(N)c(Br)c1	-5.8
CCN(C(=O)CN1CCN(c2ccc(OC)cc2)CC1)c1c(N)n(Cc2ccccc2)c(=O)[nH]c1=O	-16.8
O=C(NCCc1ccccc1)c1cc(-c2ccco2)on1	-8.0
CC(=O)Nc1nc2ccc(Br)cc2s1	-13.5
O=c1[nH]c(C(F)(F)F)nc2c1nnn2Cc1ccccc1F	-28.0
Brc1ccc2[nH]c3nc(SCCN4CCOCC4)nnc3c2c1	-18.9

The list continues.
SMILES	GBA activity up
CC(C)=CCC(C)(C)C1OCCN1C(=O)Nc1ccccc1 (stereo unspecified)	24.3
O=C(c1noc2c1CCCC2)N1CCOCC1	-29.1
O=C(CC1CCS(=O)(=O)C1)Nc1ccc[nH]c1=O (stereo unspecified)	5.5
CCC(c1nnnn1Cc1ccco1)N(CCc1ccccc1)Cc1cc2cc(C)ccc2[nH]c1=O (stereo unspecified)	-10.0
O=C(CSc1ccc2nnc(-c3ccccn3)n2n1)NCc1ccco1	-3.6
Cc1cc(NC(=O)Nc2cc(C)nn2-c2ccccc2)n(-c2ccccc2)n1	13.3
C=CCc1ccccc1OCC(O)CNC(C)C (stereo unspecified)	-38.5
CC(C)(C)c1ccccc1NC(=O)c1cccnc1	-84.0
C#CC(C)(CC)NC(=O)Cn1nnc(-c2ccc(S(C)(=O)=O)cc2)n1 (stereo unspecified)	2.3
CC(=O)C(C)Oc1cc(C)cc2oc(=O)c(C)c(C)c12 (stereo unspecified)	-37.7
Cc1ccccc1N=C1Nc2ccccc2CS1	3.2
Cc1noc(C)c1COC(=O)c1ccccc1Sc1ccccc1C#N	-14.9
Cc1ccccc1-n1c(=O)cc(N2CCc3ccccc3C2)[nH]c1=O	-36.9
CCC(=O)Oc1cccc(C(=O)Nc2ccc(-c3nnc(-c4ccco4)o3)cc2)c1	13.5
CC(C)CNC(=O)CSc1nnc(-c2ccccn2)n1Cc1ccccc1	-11.7
CCOC(=O)Nc1c(C(=O)OC)[nH]c2cccc(OC)c12	-1.7
Cc1[nH]nc2c1-c1nc3ccccc3nc1C(C)(C)C2	-15.2
Cc1c(C(=O)N2CCN(CCc3ccccc3)CC2)oc2ccccc12	-4.5
CCCCNC(=O)c1sc2nc(C)cc(COC)c2c1-n1cccc1	-26.3
Cc1cc(C(=O)NC2CCCc3ccccc32)no1 (stereo unspecified)	-9.0
COc1ccccc1N(C(=O)Cn1nnc2ccccc21)C(C(=O)NCc1ccco1)c1ccc(C)o1 (stereo unspecified)	11.4
O=C(CN1C2=NCCCN2c2ccccc21)c1cccs1	4.2
CC(C)OC(=O)c1nnn(-c2nonc2N)c1CN1CCCCCC1	-30.7
Nc1ccc(-c2ccc(N)cc2C(F)(F)F)c(C(F)(F)F)c1	-13.8
COc1cccc(OCCOc2cccc(/C=N/n3cnnc3)c2)c1	-15.6

Further records.
SMILES	GBA activity up
COC(=O)c1ccccc1NC(=O)c1cc2ncc(Br)cn2n1	3.6
COC(=O)c1cc(Br)c(=O)n(CCc2ccccc2)c1	-30.4
CN(C(=O)c1cccnc1)c1nnc(-c2cnccn2)s1	-19.1
CCN=C1SC(CC(=O)Nc2ccc(C)cc2)C(=O)N1CC (stereo unspecified)	-2.4
O=C(Nc1ccc(S(=O)(=O)N2CCCc3ccccc32)cc1)C1CCCO1 (stereo unspecified)	3.9
Nc1nc2c(c3c1c(=O)oc1ccccc13)CCCCC2	-8.3
CCn1c(Cc2ccccc2)nnc1SCC(=O)Nc1nccs1	1.5
O=C(CCN1CCN(CC(=O)Nc2ccccc2F)CC1)Nc1ccccc1F	-37.5
Cc1ccc(-n2ncc(-c3nnc(SCC(=O)NC4CCCC4)o3)c2N)cc1C	-21.5
COc1ccc(C(c2nnnn2Cc2cccs2)N2CCN(c3ccccc3F)CC2)cc1 (stereo unspecified)	-0.3
CCN(CC(=O)NC1CCCCC1)S(=O)(=O)c1ccc(Cl)cc1	-12.7
CCOC(=O)c1ccccc1NS(=O)(=O)c1ccccc1	0.2
Cn1c(=O)n(Cc2ccc(Cl)cc2)c(=O)c2c1nc1n2CCN1Cc1ccco1	-22.5
COCc1[nH]nc2c1C(c1c(F)cccc1Cl)C(C#N)=C(N)O2 (stereo unspecified)	-9.6
CC(C)(C)NS(=O)(=O)c1cccc(S(=O)(=O)c2cccc(S(=O)(=O)NC(C)(C)C)c2)c1	-22.1
Cc1ccc(NC2=NC(c3ccc(C)cc3)n3c(nc(C)cc3=O)N2)cc1 (stereo unspecified)	2.6
Cc1ccc(NC(=O)COC(=O)CCc2c[nH]c(=O)[nH]2)cc1	-30.9
COc1ccc(CCNS(=O)(=O)c2ccc3c(c2)CC(C)N3C(C)=O)cc1OC (stereo unspecified)	-39.5
O=C1[C@@H]2C(c3ccccc3Cl)=NO[C@@H]2C(=O)N1Cc1ccccc1	-8.0
O=C(c1cc(-c2cccs2)on1)N1CCN(c2ccccc2)CC1	8.2
COC(=O)C1=C(C)OC(N)=C(C#N)C1c1c(C)nn(-c2ccccc2)c1Cl (stereo unspecified)	-2.4
CCCCn1c(=O)[nH]c(=O)c2c1nc(-c1ccc(C#N)cc1)n2C1CCCC1	-4.6
Cc1ccc(C(=O)Nc2cnc3sc(C)nn3c2=O)cc1	-10.3
CCC(COC(=O)Nc1cccc(C)c1)NC(=O)OCC(C)C (stereo unspecified)	-10.7
CCOC(=O)C(C)Oc1ccc(C2NC(=O)NC(C)=C2C(=O)Nc2ccccc2C)cc1 (stereo unspecified)	4.2

(next part)
SMILES	GBA activity up
COc1ccccc1OCC(=O)Nc1ccccn1	-18.8
CC(=O)N1CN(CCCn2ccnc2)Cc2c1sc1c2CCCC1	18.9
Cc1cc(N2CCN(C(=O)OC(C)(C)C)CC2)n2ncnc2n1	-32.0
O=C(Nc1ccc(Cl)cn1)C1CCCN1S(=O)(=O)c1ccc(Cl)cc1 (stereo unspecified)	13.1
CC(=O)Nc1ccc(S(=O)(=O)NCCc2ccccc2)cc1	4.8
CC(C)NC(=O)c1cc(-c2ccc(Br)cc2)on1	-17.2
COc1ccc(C2C(=O)N(C3CCCCC3)CC(=O)N2Cc2ccco2)cc1 (stereo unspecified)	-9.7
Cc1onc(-c2ccccc2Cl)c1C(=O)NCC(=O)O	-2.0
COc1c(O)cccc1-c1nnn(CCC(=O)OCC(=O)c2ccccc2)n1	-6.5
O=C(CSc1nnc(-c2ccccc2F)n1C1CCCCC1)N1CCCC1	-20.6
CCOC(=O)NC(Nc1ccc(C)cn1)(C(F)(F)F)C(F)(F)F	5.3
CCOC(=O)c1c(NC(=O)C2CCN(S(=O)(=O)c3cccs3)CC2)sc(C)c1C	11.4
O=C(NCN1C(=O)C2C3C=CC(C3)C2C1=O)Nc1ccccn1 (stereo unspecified)	-1.8
CN(C)c1ccc(C(=O)OCC(=O)c2cccs2)cc1	-16.9
CCOC(=O)N1CCN(C(=O)CSCC(=O)Nc2nc(-c3ccccc3)cs2)CC1	-16.1
O=C(NCc1cccnc1)C1CCN(C(=O)c2ccc(Cl)cc2Cl)CC1	16.6
Cc1ccccc1N1CCN(C(=O)C2CCCCC2)CC1	-23.5
NCCc1nnc(SCc2ccccc2F)o1	-57.0
CC(C)(C)NC(=O)CSc1ncnc2c1nnn2Cc1ccccc1Cl	-20.0
C=CCc1ccc(OCCCCCN2CCOCC2)c(OC)c1	7.7
CC(C)c1ccccc1N=C1SCCN1C1CCS(=O)(=O)C1 (stereo unspecified)	14.3
COc1ccc(C2C(C(=O)c3cccs3)=C(O)C(=O)N2c2nnc(C)s2)cc1OC (stereo unspecified)	1.1
O=C(Nc1ccc(-c2noc(COc3ccccc3Cl)n2)cc1)c1ccco1	-22.7
COc1cc(C2CC(=O)Nc3ccccc3S2)cc(OC)c1OC (stereo unspecified)	5.4
O=C(CC(c1ccccc1)c1ccccc1)NCCO	-9.3

(continued)
SMILES	GBA activity up
O=C1CCCC2=C1C(c1cccs1)n1nc(SCc3ccccc3)nc1N2 (stereo unspecified)	-9.4
CCCN(CCO)Cc1cccc(Cl)c1	-3.7
CCNC(=O)NC(=O)C(C)SCc1ccccc1C (stereo unspecified)	-1.7
CCOCC(=O)Nc1ccc2c(c1)OCCO2	5.1
O=C(N1CCOCC1)C12CCC3CC(CC(C3)C1)C2	-39.5
COc1cc(NS(=O)(=O)c2ccc(NC(=O)C3CCCO3)cc2)nc(OC)n1 (stereo unspecified)	-3.9
CCc1ccccc1-n1c(-c2ccncc2)n[nH]c1=S	54.5
Cn1nnnc1SCCOc1ccc(C#N)cc1	-4.6
O=C(NCc1ccco1)Oc1ccccc1	-0.9
CCOc1ccc(S(=O)(=O)N2CCN(c3ccc(OC)cc3)CC2)c2cccnc12	-8.7
CCOC(=O)c1nnc(-c2ccccc2)o1	-17.3
COc1cccc(C(C#N)N2CCCCC2)c1O (stereo unspecified)	-10.2
CC1Cc2cc(/C(O)=C3/C(=O)C(=O)N(CC4CCCO4)C3c3ccco3)ccc2O1 (stereo unspecified)	-2.5
COc1cccc(C(=O)/C=C/Nc2cc(C)ccc2O)c1	-8.8
O=C(Nc1cccnc1)c1cnc2ccccc2n1	-0.7
Cc1ccc(-c2nnc(SCC(=O)Nc3ccc4c(c3)OCCO4)n2N)cc1	1.5
CC(=O)c1cccc(NC(=O)N2CCCC2C(=O)NCc2ccc(C)cc2)c1 (stereo unspecified)	23.4
Cn1c(=O)c2c(nc(CN3CCc4ccccc4C3)n2CC(=O)c2ccccc2)n(C)c1=O	8.7
CC(C)CC(NC(=O)C1CCC(C)CC1)C(=O)Nc1cccnc1 (stereo unspecified)	-41.6
c1ccc(Cn2nnc3c(N4CCc5ccccc5C4)ncnc32)cc1	-29.1
CCOC(=O)c1c(C)[nH]c(C)c1-c1ccccc1OC	-17.2
Cc1noc(C)c1COC(=O)c1ccc2c(c1)OCO2	-5.5
CCOC(=O)C1CCCN(S(=O)(=O)c2ccc(Br)s2)C1 (stereo unspecified)	-39.5
CCC(=O)Nc1ccc(OC)cc1OC	-19.7
CCCC(c1nnnn1Cc1ccc(F)cc1)N1CCN(C2CCCCC2)CC1 (stereo unspecified)	-1.6

Six records drawn at random from the list so far, as already listed:
SMILES	GBA activity up
CCOC(=O)c1nnc(-c2ccccc2)o1	-17.3
O=C(N1CCOCC1)C12CCC3CC(CC(C3)C1)C2	-39.5
c1ccc(Cn2nnc3c(N4CCc5ccccc5C4)ncnc32)cc1	-29.1
COc1cc(NS(=O)(=O)c2ccc(NC(=O)C3CCCO3)cc2)nc(OC)n1 (stereo unspecified)	-3.9
CCOC(=O)C1CCCN(S(=O)(=O)c2ccc(Br)s2)C1 (stereo unspecified)	-39.5
O=C(Nc1cccnc1)c1cnc2ccccc2n1	-0.7

Next part:
SMILES	GBA activity up
CCOC(=O)c1sc(NC(=O)c2c(C)noc2C)c(C(=O)OCC)c1C	9.1
CCn1c(-c2ccc(OC)c(OC)c2)n[nH]c1=S	-6.5
c1ccc(-n2nnnc2N2CCOCC2)cc1	-3.8
CCCCCCn1c(CN2CCCC(C)C2)nc2c1c(=O)n(C)c(=O)n2C (stereo unspecified)	5.7
COc1ccccc1CNC(=O)CCNC(=O)Cn1cnc2ccccc2c1=O	-17.9
O=C(Nc1nc(-c2nc3ccccc3s2)cs1)C1CC1	1.7
Cc1cc(CN2CCOCC2)c(O)c(C2(C)CCCCC2)c1	-52.7
Cc1nnc(NCc2ccncc2)c2ccccc12	5.0
Cc1cccc(N2C(=O)CC(Sc3nc(C)c4c(n3)CCCC4)C2=O)c1 (stereo unspecified)	7.8

Grouped by structure, the entries above containing a tert-butyl group
SMILES	GBA activity up
CC(C)(C)C1CCc2onc(C(=O)Nc3cccnc3)c2C1 (stereo unspecified)	-15.8
CC(C)(C)c1ccccc1NC(=O)c1cccnc1	-84.0
CC(C)(C)NS(=O)(=O)c1cccc(S(=O)(=O)c2cccc(S(=O)(=O)NC(C)(C)C)c2)c1	-22.1
Cc1cc(N2CCN(C(=O)OC(C)(C)C)CC2)n2ncnc2n1	-32.0
CC(C)(C)NC(=O)CSc1ncnc2c1nnn2Cc1ccccc1Cl	-20.0
